DNMT1 block = inhibitors of human DNMT1; AID 588458; inhibition (reported as % activation of signal), % at 10 µM; 360,000 tested, 0.83% active; DNMT1 molecular beacon, Hinp1I cleavage, fluorescence; in the data active = inhibition above about 50%
SUMO1 PPI mod = SUMO1-SIM interaction modulation; inhibition, % at 20 µM; P63165; SUMO1 binding to a labelled peptide, TR-FRET, 1 h; 360,000 tested, 0.33% active; AID 602429; in the data active = inhibition above about 37%
bovine MsrA act = bovine methionine sulfoxide reductase A activation; purified bovine MsrA, absorbance read-out; activation, % at 10.6 µM; 360,000 tested, 0.3% active; in the data active = activation above about 7.5%;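 also: 0% = vehicle and 100% = reference activator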
MsrA inhibitor = inhibits bovine methionine sulfoxide reductase A; 360,000 tested, 0.75% active; purified bovine MsrA, absorbance read-out; inhibition, % at 15.5 µM; in the data active = inhibition above about 4.5%;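 also: 0% = vehicle wells with enzyme and 100% = reference inhibitor wells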
Tb MetRS inh = Trypanosoma brucei MetRS inhibition | purified T. brucei MetRS, ATP depletion, Kinase-Glo luminescence | inhibition, % at 11.9 µM | 360,000 tested, 0.4% active;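 active = inhibition above a per-plate cutoff of the control wells' mean inhibition plus 3 SD, cut at about 5.5% in these data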;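 also: 0% = DMSO wells median and 100% = median of wells with control inhibitor compound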
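Test system – parasite MetRS enzyme · Reagent – substrates ATP, L-methionine and bulk Escherichia coli tRNA · Doses – 11.9 µM compound single dose, 0.9% DMSO · Times – 15 min enzyme-compound preincubation, 2 h reaction, 10 min detection, 25 °C · Signal – Kinase-Glo luminescence, ATP depletion format · Controls – DMSO-only wells as low control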
NRP1-CendR mod = alters CendR peptide binding to human NRP-1; FAM-RPARPAR peptide binding to NRP-1, fluorescence polarization; inhibition, % at 25 µM; 360,000 tested, 0.85% active; AID 602438;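 active = inhibition or corrected inhibition above about 18%, plus a signal ratio from 0.5 to 1.5, limit read from the data, passing the limit was not always enough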; also: strong numbers were not always called active
eLon inh = inhibits E. coli Lon protease; purified E. coli Lon protease, fluorescence polarization; inhibition, % at 7.94 µM; 360,000 tested, 0.42% active; AID 602123; in the data active = inhibition above about 13%, passing the limit was not always enough;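 also: 0% = enzyme with probe and DMSO and 100% = no enzyme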
Target sequence (P0A9M0 whole entry, looked up): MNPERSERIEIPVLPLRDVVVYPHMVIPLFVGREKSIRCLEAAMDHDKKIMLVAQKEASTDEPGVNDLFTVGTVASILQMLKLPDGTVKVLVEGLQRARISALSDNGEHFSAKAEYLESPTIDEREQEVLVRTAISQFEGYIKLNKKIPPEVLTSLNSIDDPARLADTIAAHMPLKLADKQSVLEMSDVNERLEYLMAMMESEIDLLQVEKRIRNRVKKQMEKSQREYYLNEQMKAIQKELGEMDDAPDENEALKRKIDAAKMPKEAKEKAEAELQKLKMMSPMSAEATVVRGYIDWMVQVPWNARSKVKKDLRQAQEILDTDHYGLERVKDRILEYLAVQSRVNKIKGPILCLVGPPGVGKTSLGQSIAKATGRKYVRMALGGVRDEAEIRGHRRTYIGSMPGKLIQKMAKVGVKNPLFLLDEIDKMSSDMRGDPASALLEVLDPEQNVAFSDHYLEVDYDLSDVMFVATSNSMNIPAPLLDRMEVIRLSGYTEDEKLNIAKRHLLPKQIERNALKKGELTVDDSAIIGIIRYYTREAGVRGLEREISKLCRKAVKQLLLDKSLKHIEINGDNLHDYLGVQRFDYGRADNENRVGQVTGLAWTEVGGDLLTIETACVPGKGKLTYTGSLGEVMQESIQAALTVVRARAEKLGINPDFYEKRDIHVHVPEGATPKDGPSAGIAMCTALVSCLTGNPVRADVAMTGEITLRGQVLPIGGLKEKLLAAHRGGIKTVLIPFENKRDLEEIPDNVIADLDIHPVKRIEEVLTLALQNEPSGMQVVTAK
Scp-1 inhibitor = blocks human Scp-1 phosphatase activity | Recombinant Scp1, phosphopeptide, malachite green phosphate absorbance | AID 493091 | inhibition, % at 20 µM | Q9GZU7 | 340,000 tested, 0.88% active;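 active = inhibition above about 50% at 20 µM, limit read from the data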;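 also: plate controls were DMSO wells with enzyme for no effect and wells lacking enzyme for full effect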
Target sequence (Q9GZU7 76-261 limits assumed): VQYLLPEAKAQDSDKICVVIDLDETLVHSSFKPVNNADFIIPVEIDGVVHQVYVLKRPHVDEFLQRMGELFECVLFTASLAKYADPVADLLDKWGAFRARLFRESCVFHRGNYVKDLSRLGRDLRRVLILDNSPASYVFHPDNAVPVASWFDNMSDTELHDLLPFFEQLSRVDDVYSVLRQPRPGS
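assay system = SCP-1 phosphatase catalytic domain, residues 76-261 | buffer or medium = 50 mM Tris acetate pH 5.5, 0.005% Tween-20, 10 mM MgCl2 | incubation = enzyme reaction 45 min at room temperature, colour 5 min, stabilisation 30 min | signal = Phosphate-binding colour reagent, absorbance read at 630 nm | measure = % inhibition at 20 µM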
STEP inh = inhibitors of human striatal-enriched phosphatase STEP | P54829 | recombinant STEP, OMFP fluorogenic substrate, fluorescence | inhibition, % at 20 µM | 360,000 tested, 0.25% active | AID 588621;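 active = inhibition at 20 µM, scaled per plate between control wells, above about 37%, limit read from the data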;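 also: 0% = DMSO with enzyme and substrate and 100% = substrate only without enzyme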
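System: STEP (striatal-enriched tyrosine phosphatase) enzyme, cell-free; medium: Bis-Tris pH 6.0 buffer with DTT, detergent; dosing: 20 µM, 1% DMSO; times: reaction 20 min, ambient temperature; detection: fluorescence, 480/540 nm; read-out basis: normalized % inhibition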
LMPTP block = blocks human LMPTP phosphatase. recombinant LMPTP-A, OMFP fluorogenic substrate, fluorescence intensity. inhibition, % at 20 µM. 360,000 tested, 0.22% active;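 active = compounds that cut the enzyme signal by at least half of the control window in the single-dose screen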;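 also: plate controls were DMSO wells with enzyme plus substrate for no effect and substrate without enzyme for full effect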
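Test system: LMPTP-A, protein tyrosine phosphatase of low molecular weight; Input: 0.625 nM enzyme; Incubation: 50 min dark incubation at room temperature; Signal: endpoint fluorescence intensity from OMFP dephosphorylation; Read-out basis: % inhibition versus control wells.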
An asterisk follows results filed as active; . = no result given.

SMILES	DNMT1 block	SUMO1 PPI mod	bovine MsrA act	MsrA inhibitor	Tb MetRS inh	NRP1-CendR mod	eLon inh	Scp-1 inhibitor	STEP inh	LMPTP block
CCc1ccccc1NC(=O)CSc1nnc([C@@H](N)Cc2ccccc2)o1	9	1	2	-0.1	0.8	-22	7	-7	-3	-1.4
OC(COc1ccc(Cl)cc1)CN1C2=NCCCN2c2ccccc21 (stereo unspecified)	0	2	-7	0.3	-0.8	13	-7	-2	0	-0.7
CCOc1cc(NC(=O)C2CC2)c(OCC)cc1NC(=O)c1cccc(F)c1	7	-1	-2	2.5	0.4	3	-12	-8	-1	0.0
COc1ccc(C2Nc3cccc(O)c3C(=O)N2Cc2ccccc2)cc1COc1ccc(NC(C)=O)cc1 (stereo unspecified)	-26	1	-6	1.0	-1.5	-3	2	.	0	4.1
Cn1ccsc1=NC(=O)c1ccc(Cl)c([N+](=O)[O-])c1	14	5	0	-0.3	0.6	-2	1	54*	27	48
O=C1Nc2ccccc2C(O)(C(=O)NCc2ccco2)N1c1ccccc1 (stereo unspecified)	4	-4	-2	1.8	-0.6	8	-2	-4	-1	-1.8
COc1cc2c(=O)n(C)c3ccccc3c2cc1OC	-8	5	-3	2.0	-0.4	0	-6	.	0	0.2
CC(N=C1NS(=O)(=O)c2ccccc21)C(=O)NCc1ccncc1 (stereo unspecified)	3	-1	1	0.6	-0.4	-9	9	-9	2	-2.0
CC(NC(=O)COC(=O)/C=C/c1cccc(F)c1)c1ccccc1 (stereo unspecified)	0	-7	-3	1.3	-0.5	21	-2	-3	-2	0.6
CS(=O)(=O)N1CCN(c2ccccc2NC(=O)c2cc3ccccc3o2)CC1	-2	2	-4	1.0	-0.2	3	11	-5	1	-1.4
CCC(=O)c1ccc(N2CCN(C(=O)COc3ccccc3F)CC2)c(F)c1	-10	3	1	-0.3	-0.2	-18	-4	-9	1	0.1
CC(=O)C1C(c2cccc([N+](=O)[O-])c2)C2C(C)=NN=C2CC1(C)O (stereo unspecified)	0	-3	-3	-1.4	0.3	6	1	-4	-1	-0.8
Cc1ccc(F)c(S(=O)(=O)NC(=O)C2(C)CCN2C(=O)CC2CCCCC2)c1 (stereo unspecified)	3	3	-5	-0.8	0.4	3	-14	.	-4	-2.1
CCOc1cc(/C=C2\SC(=S)N(NC(=O)c3cccnc3)C2=O)ccc1O	-2	-7	-3	0.5	0.1	-164	-57	-3	-2	-0.5
Cc1ccc(NC(=O)C(C)N2C(=O)C3C4CC(C(Br)C4Br)C3C2=O)cc1 (stereo unspecified)	12	1	-2	1.2	0.1	32*	4	0	-1	1.1
Cc1cccnc1NC(=O)CCc1nnc2ccc(N3CCC4(CC3)OCCO4)nn12	1	2	-4	0.9	0.7	10	-3	-9	2	0.8
CCCSc1nc(N2CCOCC2)c2c(c1C#N)CCCC2	-3	-1	-4	13*	-0.2	3	-4	-6	4	5.1
Cc1ccc(C(=O)NC2CCCc3ccccc32)cc1[N+](=O)[O-] (stereo unspecified)	3	-14	-9	0.6	-1.2	5	9	-5	0	0.2
NC(=O)Cn1c(=O)n(CC(=O)N2CCCCC2)c(=O)c2sccc21	-1	0	-2	-0.3	-0.2	-1	-6	-3	-5	-1.3
COc1cccc(C2SCC(=O)N2c2ccc(Br)cc2)c1OC (stereo unspecified)	0	-1	3	-0.7	0.8	6	1	-11	-2	-0.2
Cc1ccccc1C(=O)OCCN(C)Cc1ccccc1	1	3	2	-0.8	0.0	1	-3	-4	0	-0.8
Cc1ccc(SCC(=O)Nc2ccc(N3CCOCC3)cc2)cc1	-4	0	-6	0.4	-1.1	-5	-4	0	2	0.4
COc1ccc(NC(=O)CN(C)C(=O)c2ccc(NS(=O)(=O)c3ccc(F)cc3)cc2)cc1	2	1	-3	0.1	-0.3	-9	5	-12	0	0.6
COc1ccc(C2=NOC(Cn3nc(-c4ccccc4)cc3C(=O)NCc3ccco3)C2)cc1 (stereo unspecified)	5	3	-3	0.0	0.2	5	-6	-9	4	12
COCC1CCN(C(=O)CC2C(=O)NCCN2Cc2cccc(Oc3ccccc3)c2)CC1 (stereo unspecified)	-6	-5	-1	0.3	0.5	-12	3	-11	2	0.4
Cc1ccc(C(=O)NCC(=O)OCc2nnc(-c3ccc([N+](=O)[O-])cc3)o2)s1	-8	-21	-2	1.6	0.2	11	-10	-2	5	1.7
O=C(NNC(=O)c1ccccc1Br)c1ccc(Cl)c(Cl)c1	6	4	2	-0.1	-0.5	9	0	-3	-1	-1.3
O=C(Cc1coc(-c2ccc(F)cc2)n1)N1CCOCC1	-1	10	0	0.6	0.0	0	0	-2	-4	-0.1
Cc1csc(NC(=O)CSc2nc(C)cs2)n1	2	-2	-1	0.2	-0.4	1	-3	-1	3	1.0
CCOc1cc2sc(N3CCC(C(=O)NCCCN4CCCC4=O)CC3)nc2cc1Br	3	9	-4	1.1	-0.6	4	-7	-2	0	0.7
CC1(c2nnc(Cc3ccccc3)o2)CC(c2ccncc2)=NO1 (stereo unspecified)	-1	1	2	0.7	-0.3	-9	3	0	0	0.3
c1ccc(-c2ccc(C3=Nn4c(nnc4-c4cccs4)SC3)cc2)cc1	-6	2	-5	3.6	-0.3	11	-24	2	2	5.3
O=C(NC(=S)Nc1nc2c(s1)CSc1ccccc1-2)c1ccccc1	-4	0	-4	0.9	-0.4	-12	-15	-4	0	-0.1
CCN1CCN(c2ccc(S(=O)(=O)N3CCOCC3)cc2NC(=O)/C=C/c2cccc(OC)c2OC)CC1	12	-9	-8	1.7	-0.1	-10	-6	2	0	0.2
Cc1ccc(S(=O)(=O)NC(=O)NN2CC3CCCC3C2)cc1 (stereo unspecified)	-2	3	-3	0.2	-0.8	14	3	-9	1	-0.2
O=C(CC(NC(=O)c1ccccc1Cl)c1ccccc1)NCCc1ccc(Cl)cc1 (stereo unspecified)	23	-3	-2	0.8	-0.3	-14	8	-2	-1	-0.2
COc1ccccc1NC(=O)NS(=O)(=O)c1ccc(C)cc1	2	1	1	1.5	-0.5	2	3	0	0	0.9
O=C(NCCCNC(=O)c1ccccc1F)c1ccco1	0	4	0	0.4	-0.2	14	-4	-5	0	-1.1
COCCn1c(/C=C/c2ccccc2)nc2ccccc21	2	-9	-5	5.1*	-1.5	-5	-5	0	4	2.1
CC(CCc1ccccc1)NC(=O)CN1CCSc2ccccc21 (stereo unspecified)	7	3	-3	-0.2	-0.1	-2	-1	-4	0	-0.2
CCOc1ccc(C(=O)N2CCN(Cc3ccccc3)CC2)cc1	2	3	-3	-0.1	0.4	-1	6	-5	4	-0.5
CC(=O)Nc1cccc(-c2csc(C(O)c3ccccc3)n2)c1 (stereo unspecified)	0	2	-2	0.3	-0.1	3	0	.	-1	-0.4
Cc1nc(-c2ccc(S(=O)(=O)N3CCN(C4c5ccccc5-c5ccccc54)CC3)s2)cs1	1	-3	-8	1.0	-1.3	-4	6	7	6	1.8
CCOC(=O)C1(C)CCCN(C(=O)c2ccc(C#N)cc2)C1 (stereo unspecified)	1	2	2	-1.3	0.2	0	-1	.	-2	-0.4
CCOc1ccc(NC(=O)CCCCn2c(=O)[nH]c3ccsc3c2=O)cc1	2	1	-3	-0.1	2.2	0	-6	-20	4	2.2
COc1ccc(NC(=O)NCC(C)CSc2ccc(C)cc2)c(OC)c1 (stereo unspecified)	-1	2	-1	-0.9	-0.9	2	3	8	0	3.1
CC1CCN(C(=O)CS(=O)(=O)Cc2ccccc2)CC1	0	6	-2	2.6	-0.2	-5	3	-5	-2	0.1
C/C(N)=C(/C#N)C(=O)COC(=O)CNS(=O)(=O)c1c(F)cccc1F	-6	4	-6	-0.3	-0.4	-6	13	1	3	-0.3
Cc1ccc(S(=O)(=O)c2cc3ccc(O)cc3oc2=O)cc1C	-1	-6	-2	0.2	-0.9	-2	-5	-7	-1	0.1
Cc1ccccc1-c1nnc(CN2CCC(C)CC2)o1	0	2	-2	-0.9	-0.1	4	1	6	-1	-0.5
CN1CCN(S(=O)(=O)c2ccc(Cl)c(C(F)(F)F)c2)CC1	2	3	-2	0.0	-0.3	-6	-8	-3	0	-2.4
O=C(Cn1nnc2ccccc21)NCc1ccccc1	-5	-2	1	-1.0	0.2	-4	-3	6	3	-1.3
CCc1nc2ccc(C(=O)Nc3cccc(OC)c3)cn2c1N(CC)Cc1cccc(Br)c1	-16	-1	1	0.0	-0.1	-1	8	.	2	4.4

Given as comma-separated lines: entries from further up
mol,DNMT1 block,SUMO1 PPI mod,bovine MsrA act,MsrA inhibitor,Tb MetRS inh,NRP1-CendR mod,eLon inh,Scp-1 inhibitor,STEP inh,LMPTP block
CCOc1ccc(C(=O)N2CCN(Cc3ccccc3)CC2)cc1,2,3,-3,-0.1,0.4,-1,6,-5,4,-0.5
CC(=O)Nc1cccc(-c2csc(C(O)c3ccccc3)n2)c1 (stereo unspecified),0,2,-2,0.3,-0.1,3,0,.,-1,-0.4
Cc1nc(-c2ccc(S(=O)(=O)N3CCN(C4c5ccccc5-c5ccccc54)CC3)s2)cs1,1,-3,-8,1.0,-1.3,-4,6,7,6,1.8
CCOC(=O)C1(C)CCCN(C(=O)c2ccc(C#N)cc2)C1 (stereo unspecified),1,2,2,-1.3,0.2,0,-1,.,-2,-0.4
CCOc1ccc(NC(=O)CCCCn2c(=O)[nH]c3ccsc3c2=O)cc1,2,1,-3,-0.1,2.2,0,-6,-20,4,2.2
COc1ccc(NC(=O)NCC(C)CSc2ccc(C)cc2)c(OC)c1 (stereo unspecified),-1,2,-1,-0.9,-0.9,2,3,8,0,3.1
CC1CCN(C(=O)CS(=O)(=O)Cc2ccccc2)CC1,0,6,-2,2.6,-0.2,-5,3,-5,-2,0.1
C/C(N)=C(/C#N)C(=O)COC(=O)CNS(=O)(=O)c1c(F)cccc1F,-6,4,-6,-0.3,-0.4,-6,13,1,3,-0.3
Cc1ccc(S(=O)(=O)c2cc3ccc(O)cc3oc2=O)cc1C,-1,-6,-2,0.2,-0.9,-2,-5,-7,-1,0.1
Cc1ccccc1-c1nnc(CN2CCC(C)CC2)o1,0,2,-2,-0.9,-0.1,4,1,6,-1,-0.5

High-throughput results (PubChem BioAssay)
